uPA surface inh: qHTS for Inhibitors of Cell Surface uPA Generation | AID 540303, 2011 | 0.31% of 330,000 active | Potency, µM (top dose mostly 38.3 µM), without a hit: at the highest dose activity change, negative = inhibition, usual class: inhibitors | cell surface uPA generation assay, qHTS; active = well fitted inhibition curve with a large enough effect; inconclusive = small, poorly fitted or top-dose-only effect; inactive = no such curve, though single readings can be large or run the other way; tested in mouse RAW 264.7 cells; also: potency is read from the fitted curve at half-maximal effect; % is scaled to controls: 0 for no effect and ±100 for the full control effect; nearly all actives have a fitted effect of over 55% in size
TSG101-PTAP inh: qHTS Assay for Iinhibitors of HIV-1 Budding by Blocking the Interaction of PTAP/TSG101; Fluorescence polarization, FITC-PTAP peptide / Tsg101 binding; Potency, µM (titrated, usually from 115 µM), without a hit: at the highest dose activity change, negative = inhibition, actives largely listed as inhibitors; 340,000 tested, under 10 active; active = well fitted inhibition curve with a large enough effect in the main read-out, with a control signal flat, not every such curve was filed as active; inconclusive = small, poorly fitted or top-dose-only effect, or effect the other way, or a change in a side signal; inactive = no such curve, though single readings can be large or run the other way; also: potency is read from the fitted curve at half-maximal effect; % of control where 0% means no effect
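FP read-out: FITC-PTAP peptide, 50 nM final, binding Tsg101 binding domain, 10 uM final; 20 min, r.t.; 10 mM HEPES pH 7.5, 0.15 M NaCl, 0.01% Tween 20, 3 mM EDTA, 0.1 mM TCEP.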
BRCA1 expr act: qHTS Assay to Identify Small Molecule Activators of BRCA1 Expression. Potency, µM (highest dose often 46.1 µM), for the others: at the highest dose activation, usual class: activators. AID 624202, 2012. 1.1% of 380,000 active. MCF7-BRCA1-FFLuc reporter, luminescence, 48 h; response scale: scaled: vehicle 0%, 10 µM genistein 100%; also: potency is read from the fitted curve at half-maximal effect; nearly all actives have a fitted effect of over 80% in size; some results filed as inactive show a strong effect at the top dose
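Activators of BRCA1 expression were detected as increased firefly luciferase luminescence in engineered MCF7 cells after 48 h compound incubation. Signals were scaled to genistein 10 microM as full activation.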
ASM inhibitor: Inhibitors of Secretory Acid Sphingomyelinase (S-ASM): qHTS | Sphingomyelin phosphodiesterase (Homo sapiens), P17405 | placental ASM, HMU-PC fluorogenic substrate, 60 min | Potency, µM (titrated, usually from 57.5 µM), without a hit: top-dose activity change, negative = inhibition, actives largely listed as inhibitors | 0.006% of 340,000 active | AID 504937, 2011; also: potency is read from the fitted curve at half-maximal effect
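qHTS format. ASM enzyme prepared from human placenta hydrolyses the fluorogenic substrate HMU-PC0 (9 uM final) over 60 min at 37 °C after a 10 min compound preincubation.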
p53 reactivation: qHTS assay for re-activators of p53 using a Luc reporter; H1299 p53-A138V BP100-luciferase reporter, luminescence, 24 h; Potency, µM (series often up to 92.2 µM), inactives show top-dose activity change, positive = activation, actives largely listed as activators; 0.063% of 320,000 active; AID 504706, 2011; also: potency is read from the fitted curve at half-maximal effect; % of control where 0% means no effect; nearly all actives have a fitted effect of over 45% in size
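H1299 (p53-null), stable ts p53-A138V + BP100-Luc; 1000 cells/well, Opti-MEM/10% FBS; cpd 4 pt, 1:5; 24 h, 37 deg C, 5% CO2; detection reagent 10 min RT; luminescence.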
Eya2 phos inh: qHTS Assay for Inhibitors of the Phosphatase Activity of Eya2; recombinant Eya2, OMFP fluorescence dephosphorylation (OMFP is methylfluorescein phosphate); Potency, µM (titrated, usually from 76.9 µM), without a hit: at the highest dose activity, negative = inhibition, actives largely listed as inhibitors; 0.006% of 330,000 active; also: potency is read from the fitted curve at half-maximal effect; % is scaled to controls: 0 for no effect and ±100 for the full control effect
Target sequence (O00167 whole entry, looked up): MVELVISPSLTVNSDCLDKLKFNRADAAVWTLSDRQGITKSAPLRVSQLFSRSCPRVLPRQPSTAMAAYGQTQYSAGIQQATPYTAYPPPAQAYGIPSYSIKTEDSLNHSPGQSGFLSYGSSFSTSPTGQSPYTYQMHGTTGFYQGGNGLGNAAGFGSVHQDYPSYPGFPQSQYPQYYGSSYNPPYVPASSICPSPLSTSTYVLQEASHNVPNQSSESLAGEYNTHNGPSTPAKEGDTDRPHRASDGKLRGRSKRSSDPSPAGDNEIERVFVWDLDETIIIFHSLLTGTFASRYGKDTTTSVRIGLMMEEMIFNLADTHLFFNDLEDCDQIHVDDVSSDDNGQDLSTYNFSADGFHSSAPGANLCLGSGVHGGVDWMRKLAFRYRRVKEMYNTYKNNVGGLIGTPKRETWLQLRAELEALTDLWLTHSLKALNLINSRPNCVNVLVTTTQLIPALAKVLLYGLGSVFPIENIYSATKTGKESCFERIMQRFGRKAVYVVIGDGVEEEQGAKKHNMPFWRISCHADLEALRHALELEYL
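Eya2 protein (added as 0.2 uM solution) was preincubated with compound for 10 min at ambient temperature in 50 mM HEPES pH 7.5, 50 mM NaCl, 5 uM MgCl2, 0.05% BSA, 1 mM DTT. OMFP (added at 50 uM) then reacted 10 min; fluorescence read at 485/525 nm.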
B2AR arrestin: qHTS assay of beta-arrestin-biased ligands of beta2-adrenergic receptor; Potency, µM (titrated, usually from 46.1 µM), for the others: at the highest dose activation, actives largely listed as activators; Beta-2 adrenergic receptor (Homo sapiens), P07550; beta-arrestin recruitment to beta2AR, cell-based reporter; 0.02% of 330,000 active; AID 492947, 2010;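 also: potency is read from the fitted curve at half-maximal effect; 0% = DMSO controls and full agonism = EC100 isoproterenol or metaproterenol; nearly all actives have a fitted effect of over 65% in size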
Target sequence (P07550 whole entry, looked up): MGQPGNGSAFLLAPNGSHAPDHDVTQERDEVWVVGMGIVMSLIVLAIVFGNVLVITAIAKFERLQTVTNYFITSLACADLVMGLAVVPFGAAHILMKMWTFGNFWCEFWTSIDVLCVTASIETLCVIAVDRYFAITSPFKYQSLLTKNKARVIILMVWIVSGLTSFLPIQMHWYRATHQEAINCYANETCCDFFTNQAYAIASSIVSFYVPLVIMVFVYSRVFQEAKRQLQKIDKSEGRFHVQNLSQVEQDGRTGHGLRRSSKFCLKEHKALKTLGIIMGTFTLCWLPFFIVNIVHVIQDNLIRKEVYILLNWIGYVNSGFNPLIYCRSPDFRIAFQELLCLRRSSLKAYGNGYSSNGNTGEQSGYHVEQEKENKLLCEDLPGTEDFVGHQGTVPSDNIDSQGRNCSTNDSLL
a7 integrin act: qHTS for Activators of Integrin-Mediated Alleviation for Muscular Dystrophy; 0.064% of 350,000 active; alpha7betagal myoblasts, beta-gal FDG fluorescence, 48 h; Potency, µM (series often up to 38.3 µM), without a hit: top-dose activation, actives largely listed as activators;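 also: potency is read from the fitted curve at half-maximal effect; 100% = response of the positive control SU9516; nearly all actives have a fitted effect of over 60% in size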
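alpha7betagal+/- myoblasts (passage 13, 250/well) treated 48 h at 37C with compounds at 1:260 dilution of DMSO stock. Lysed, then beta-galactosidase activity read as FDG fluorescence (ex 480/em 540) after 30 min, with pre-read for autofluorescence.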
TRPV1 agonist: HTS Assay for Compounds that Act as Agonists of the Vanilloid Receptor 1 | Transient receptor potential cation channel subfamily V member 1 (Homo sapiens), Q8NER1 | TRPV1-expressing cells, Fluo-8 calcium influx, agonist mode | activation, % at 8.33 µM | 0.19% of 320,000 active | AID 540275, 2011; in the data active = activation above about 80%; inconclusive = between about 30% and that limit; also: 0% is about no effect
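Cells expressing TRPV1 were dye-loaded with Fluo-8 and read kinetically: 10 s baseline, 3 min after compound (agonist portion), then 2 min after EC20 capsaicin (allosteric enhancer portion). Calcium-bound dye fluorescence at 480/520 nm.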
USP2a block: qHTS Assay for Inhibitors of Ubiquitin-specific Protease USP2a Using CHOP2 as the Reporter; Potency, µM (titrated, usually from 38.3 µM), for the others: at the top dose activity change, negative = inhibition, most hits filed as inhibitors; 0.01% of 330,000 active; USP2 core, Ub-CHOP2 coupled fluorogenic reporter, 485/531;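 also: potency is read from the fitted curve at half-maximal effect; plate controls were DMSO wells for no effect and full inhibition by NEM control for full effect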
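USP2 core (10nM final) preincubated 30min RT with compound in 20mM Tris-HCl pH 8.0, 2mM CaCl2, 2mM beta-mercaptoethanol, 0.05% CHAPS; 25nM Ub-CHOP2 plus 25nM reporter substrate added, fluorescence (Ex485/Em531) read after 60min.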
ELG1 genotoxic: qHTS screen for small molecules that induce genotoxicity in human embryonic kidney (HEK293T) cells expressing luciferase-tagged ELG1; HEK293T ELG1-luciferase reporter, luminescence, 16 h; Potency, µM (highest dose often 46 µM), for the others: at the highest dose activity change, positive = activation, hits mostly activators; 1.3% of 330,000 active; AID 504466, 2011; also: potency is read from the fitted curve at half-maximal effect; % of control where 0% means no effect; nearly all actives have a fitted effect of over 60% in size
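After overnight (16 hr) compound treatment at 37 °C, ELG1-luciferase HEK293T cells were lysed with ONE-Glo; luminescence quantified 30 min later at room temperature.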
The depositor's hits bear a star; ? = inconclusive; . = not tested or not shown; [ ] = remark or other dose. Unless noted, calls follow the shape of the dose curve; as a rule, active = well fitted curve in the direction sought with a large enough effect; inconclusive = small, poorly fitted or top-dose-only effect, or another doubt; inactive = no such curve, though single readings can be large; an effect the other way counts as inactive or inconclusive.

Each structure is followed by: uPA surface inh, TSG101-PTAP inh, BRCA1 expr act, ASM inhibitor, p53 reactivation, Eya2 phos inh, B2AR arrestin, a7 integrin act, TRPV1 agonist, USP2a block, ELG1 genotoxic
CC1CN(C(=O)CCC(=O)NCc2ccccc2Cl)c2ccccc2S1 (stereo not drawn)
  -10%, -2%, 16%, -5%, ., 6%, 0.2%, 17%, 1, 2%, 5%
CCOC(=O)c1c(C)[nH]c(C)c1S(=O)(=O)N(C)CC(=O)NCc1cccc(C)c1
  -1%, -6%, -3%, 3%, -3%, 5%, 0.5%, -21%, 3, 3%, 3%
COc1ccc(S(=O)(=O)N(C)CC(=O)N2CCCC2)cc1
  -2%, -5%, 7%, 3%, 5%, 4%, -0.6%, -12%, 3, 1%, 2%
COC(=O)C1C2C=CC3(CN(C(C)c4ccc(OC)cc4)C(=O)C13)O2 (stereo not drawn)
  -2%, -6%, -14%, 4%, -1%, 5%, -0.2%, 10%, 0, 0%, -6%
CC1(C)CC=C(NNC(=O)c2cccnc2)C(=O)C1
  0%, -2%, 0%, -3%, 0%, -6%, 0.0%, -28%, 1, 10%, 1%
CCCC(=O)Nc1ccc(Br)c(Cl)c1
  -4%, -6%, -11%, -1%, -5%, -22%, -0.1%, -8%, -7, -1%, 0%
COc1ccc2[nH]c(=O)c(C(c3nnnn3C3CCCC3)N3CCN(Cc4ccc5c(c4)OCO5)CC3)cc2c1 (stereo not drawn)
  ., -3%, -52%, 111%[activator], 3%, -5%, -0.2%, 19%, 6, 0%, -8%
CC[C@]1(C(=O)OC)[C@H]2C(=O)N(C)C(=O)[C@H]2[C@H]2CN=C(SCc3ccc(C)cc3)N21
  0%, 0%, -13%, 0%, -3%, 6%, 0.0%, -9%, ., 5%, 5%
CCOc1ccccc1NC(=O)Nc1ccc(Br)cn1
  14%, -4%, -28%, 2%, 12%, 12%, -0.2%, 36%, -2, 0%, 1%
Cc1cccc(C)c1NC(=O)CNc1ccccc1
  0%, -5%, 24%, -2%, -1%, -20%, -0.2%, -8%, 0, 2%, 1%
CC(=O)c1c[nH]c2ccc(C)cc2c1=O
  0%, -1%, -2%, 1%, -7%, -9%, -0.4%, 15%, -3, 3%, -9%
OCCC1CN(C2CSCCSC2)CCN1Cc1ccccc1 (stereo not drawn)
  2%, -1%, -15%, -1%, 1%, -3%, -0.4%, 2%, 1, 1%, 3%
CCOC(=O)c1nc(Nc2ccc(Nc3ccccc3)cc2)c2ccccc2n1
  ?, 1%, -25%, ?, -2%, 5%, -0.6%, 28%, 0, 3%, -25%
CC(C)c1ccc(/C=N/NC(=O)c2nnn(-c3nonc3N)c2CSC2=NCCS2)cc1
  -9%, 0%, -71%, -1%, 9%, -2%, 0.3%, -37%, -1, -2%, -6%
COc1ccccc1N1CCN(C(=O)Cc2c(C(=O)O)[nH]c3ccc(Cl)cc23)CC1
  4%, -1%, -16%, 3%, 4%, 2%, -0.2%, 7%, 0, 4%, -6%

Compound profiles, from the list above. Order of values: uPA surface inh | TSG101-PTAP inh | BRCA1 expr act | ASM inhibitor | p53 reactivation | Eya2 phos inh | B2AR arrestin | a7 integrin act | TRPV1 agonist | USP2a block | ELG1 genotoxic
CC(=O)c1c[nH]c2ccc(C)cc2c1=O is listed with 0% | -1% | -2% | 1% | -7% | -9% | -0.4% | 15% | -3 | 3% | -9%
CCOC(=O)c1nc(Nc2ccc(Nc3ccccc3)cc2)c2ccccc2n1 is listed with ? | 1% | -25% | ? | -2% | 5% | -0.6% | 28% | 0 | 3% | -25%

(cont.)
Each structure is followed by: uPA surface inh, TSG101-PTAP inh, BRCA1 expr act, ASM inhibitor, p53 reactivation, Eya2 phos inh, B2AR arrestin, a7 integrin act, TRPV1 agonist, USP2a block, ELG1 genotoxic
CCOC(=O)/C(C(N)=NC(C)C)=C(\O)c1ccccc1
  3%, -4%, 20%, -2%, -2%, 2%, -0.6%, 21%[7.66 µM], 2, 2%, 3%
CCOc1ccccc1NC(=O)CN(C)S(=O)(=O)c1ccc(OC)c(C)c1
  -1%, -8%, -5%, -1%, -11%, 1%, 0.0%, 13%, ?, -1%, -19%
CCOC(=O)c1cccc(COC(=O)c2cccc(-c3nnc(-c4ccccc4)o3)c2)c1
  7%, -1%, -45%, -3%, ?, 2%, -1.0%, 33%, 0, 1%, ?
CCNC(=S)N1C2CCC1CC(NC(=O)Nc1ccc(C(=O)OCC)cc1)C2 (stereo not drawn)
  -3%, -5%, -6%, -6%, -5%, -10%, 0.0%, 48%, -2, 3%, 0%
COCCCNC(=S)N1CCN(c2nc3ccccc3s2)CC1
  -1%, 0%, -1%, -1%, -2%, -8%, -0.2%, -38%[inhibitor], 14, 1%, -4%
COc1ccc(CNC(=O)c2cccc(NC(=O)CC3SC(N4CCCCC4)=NC3=O)c2)cc1 (stereo not drawn)
  3%, -2%, 0%, 1%, -5%, -4%, 0.3%, -14%, ., 0%, 1%
CC1(C)N([O-])C2=C(c3ccccc3C2=O)[N+](=O)C1(C)C
  7%, -3%, -6%, 2%, -6%, 8%, 0.2%, 5%, 2, 3%, -8%
COC(=O)[C@@]1(Cc2ccc(OC)cc2)[C@H]2c3cc(C(=O)N4CCCC4)n(CCc4c[nH]c5ccc(O)cc45)c3C[C@H]2CN1C(=O)c1ccccc1
  ., ., ., ., 3%, -2%, -0.2%, ., -2, 2%, 0%
CN(CC(=O)Nc1cccc(F)c1)C(=O)c1ccccc1-n1cnnn1
  -2%, 0%, -17%, -3%, -4%, -20%, 0.5%, 16%, -1, 5%, -4%
Oc1ccccc1/C=N/NC1=NCCCCC1
  ., -1%, ?, 64%[activator], ?, -25%, 0.3%, 12%, 12, 1%, ?
COc1cccc2c(SCC(=O)N/N=C/c3ccc(O)c(O)c3)cc(C)nc12
  -10%, -5%, -40%, -2%, 4%, -11%, 0.0%, ?, 0, 0%, -6%
CC(=O)c1ccc(NC(=O)N[C@@H](Cc2ccccc2)C(=O)O)cc1
  -5%, -7%, 28%, 2%, -7%, -6%, -0.2%, 6%, -2, -1%, -1%
COc1cccc(C2C(C#N)=C(N)OC3=C2C(=O)CCC3)c1OC(=O)c1ccco1 (stereo not drawn)
  5%, 0%, -12%, 6%, 17%, -2%, -0.1%, -5%, 1, 2%, -2%
Cc1ccc(-n2c(SCC(=O)NCc3cccs3)nnc2-c2ccoc2C)cc1
  4%, 0%, -36%, -2%, 1%, 9%, -0.2%, -33%, 27, 2%, -2%
S=c1[nH]c2cnccc2n1Cc1ccccc1
  -5%, -6%, -3%, -1%, -1%, 5%, -1.0%, -57%[inhibitor], -1, 2%, 5%
COc1ccccc1/C=C(\C#N)C(=O)c1cccn1C
  0%, -2%, 3%, 0%, 2%, -2%, 0.4%, 7%, 7, -3%, 0%
Fc1ccccc1CN1CCCC(NC2CCC2)C1 (stereo not drawn)
  4%, 0%, 12%, 8%, ., -27%, -0.6%, -27%, 2, 0%, 1%
CCOc1ccc(NCC(=O)N/N=C/C=C/c2ccccc2)cc1
  -23%, 0%, 3%, -2%, 3%, -3%, 0.3%, -14%, 1, -1%, 3%
CC(=O)NCCc1nc2cc(NC(=O)COc3ccc(C)cc3)ccc2n1C
  1%, -1%, 7%, -2%, -2%, 1%, -0.1%, -9%, -3, 0%, -8%
Cc1cc(C)n2nc(SCC(=O)NC3CCCC(C)C3C)nc2n1 (stereo not drawn)
  7%, -1%, 7%, 1%, -3%, -2%, -0.8%, 7%, 0, 2%, -1%[9.26 µM]

Results in ELG1 genotoxic, p53 reactivation and TSG101-PTAP inh (5 entries from above):
Compound | ELG1 genotoxic | p53 reactivation | TSG101-PTAP inh
COc1ccccc1/C=C(\C#N)C(=O)c1cccn1C | 0% | 2% | -2%
Fc1ccccc1CN1CCCC(NC2CCC2)C1 (stereo not drawn) | 1% | . | 0%
CCOc1ccc(NCC(=O)N/N=C/C=C/c2ccccc2)cc1 | 3% | 3% | 0%
CC(=O)NCCc1nc2cc(NC(=O)COc3ccc(C)cc3)ccc2n1C | -8% | -2% | -1%
Cc1cc(C)n2nc(SCC(=O)NC3CCCC(C)C3C)nc2n1 (stereo not drawn) | -1%[9.26 µM] | -3% | -1%

Screens as filed in PubChem BioAssay.
